Compound activity: PubChem, The Scripps Research Institute Molecular Screening Center
SRC3 TRFRET art: counter-screen for PPARgamma SRC-3 recruitment agonists: TR-FRET artefact; PPARgamma/SRC-3 format; stronger effect = higher value; TR-FRET ratio at 8 µM; hit rate 0.39% among 99,000; in the data active = TR-FRET ratio above about 2000; also: inactives centre near 1600; reference of the scale not given here
SRC1 TRFRET art: TR-FRET artefact, counter-screen to PPARgamma/SRC-1 agonist assay; hit rate 0.34% among 99,000; TR-FRET ratio at 8 µM; AID 1051; TR-FRET detection artefact counter-screen, emission ratio; stronger effect = higher value; in the data active = TR-FRET ratio above about 2300; also: inactives centre near 1800; reference of the scale not given here
The depositor's hits bear a star. This is a subset, so the mix of outcomes need not match the whole.

Results follow in this order: SRC3 TRFRET art, SRC1 TRFRET art
Cc1cc(C)n(-c2ccc(C(=O)Nc3cc(S(=O)(=O)N(C)C)ccc3Cl)cc2)n1
 : 1506, 1800
O=C1NC2(CCCCCC2)C(=O)N1CCS(=O)(=O)Oc1ccccc1
 : 1618, 1914
COc1cc(NC(=O)CN2CCN(c3ccccc3F)CC2)c(C)cc1[N+](=O)[O-]
 : 1494, 1531
O=C(CNc1cccc2ccccc12)c1ccc([N+](=O)[O-])cc1
 : 1676, 1784
Cn1c(N2CCOCC2)cc(=O)n(C)c1=O
 : 1490, 1519
N#Cc1cnn2c(N)c(-c3ccc(Cl)cc3)cnc12
 : 1397, 1667
CN(C(=O)COC(=O)CNC(=O)c1sc2ccccc2c1Cl)c1ccccc1
 : 1538, 1679
Cn1c(N)c(C(=O)COC(=O)COc2ccccc2C#N)c(=O)n(C)c1=O
 : 1455, 1863
CCCCN1CNC(=S)N(c2ccc(C(=O)OCC)cc2)C1
 : 1379, 1682
Cc1c(-c2cc[n+]([O-])cc2)oc2ccc(Br)cc2c1=O
 : 1398, 1984
O=C1NC(=NCc2ccccc2)S/C1=C\c1ccccc1
 : 1648, 2155
CSc1ccc(C#N)cc1NC(=O)c1ccccc1
 : 1488, 1862
O=[N+]([O-])c1cc(Cl)ccc1N1CCN(c2ccccc2O)CC1
 : 1764, 1850
CCOC(=O)c1oc2c(CN3CCN(CCO)CC3)c(O)c(CC)cc2c(=O)c1-c1nc2ccccc2s1
 : 1768, 1866
CCOC(=O)C(C)Sc1nc(=O)n2cccc(C)c2n1 (centres undefined)
 : 1566, 2042
C=CCC(O)c1c(-c2ccccc2)nn(C)c1Cl (centres undefined)
 : 1593, 2081
Brc1ccc(C2=Nc3ccccc3C(c3ccncc3)=NN2)cc1
 : 1622, 1672
Cc1ccc(C)c(-n2cc(-c3ccc(Cl)cc3)nc2SCC(=O)NC2CCS(=O)(=O)C2)c1 (centres undefined)
 : 1532, 1534
COC(=O)c1ccccc1NC(=O)CSc1n[nH]c(-c2cccnc2)n1
 : 1522, 1886
CCOC(=O)c1ccc(Nc2ncnc3ccccc23)cc1
 : 1728, 1867
COCc1cc(/C=N\NC(=O)Cc2ccc(OC)cc2)ccc1OC
 : 1471, 1711
CC(=O)c1ccc(NC(=O)C2CCCN(S(=O)(=O)c3c(C)[nH]c(=O)[nH]c3=O)C2)cc1 (centres undefined)
 : 1649, 1729
Cc1cccc(OCCSc2cc(C)nc(N)n2)c1
 : 1554, 1386
COc1ccc(/C(C)=N/OC/C(O)=C(\C#N)c2nc3ccccc3[nH]2)cc1
 : 1520, 1733
CS(=O)(=O)Nc1nnc(SCC(=O)N(c2ccccc2)c2ccccc2)s1
 : 1471, 1637
CC(C)CCNC(=O)COc1ccc(N(C)S(=O)(=O)c2ccc(F)cc2)cc1
 : 1402, 1552
COc1ccc(CCNC(=O)c2ccc(-c3cccc([N+](=O)[O-])c3)o2)cc1OC
 : 1772, 1758
COC(=O)c1scc(C)c1-n1ccc(C(=O)C(=O)N(C)C)c1
 : 1355, 1883
O=C(CCN1C(=O)c2ccccc2C1=O)Nc1ccc(F)cc1F
 : 1552, 2046
CN(C(=O)COC(=O)CNC(=O)C12CC3CC(CC(C3)C1)C2)C1CCS(=O)(=O)C1 (centres undefined)
 : 1561, 1807

Later entries.
Results follow in this order: SRC3 TRFRET art, SRC1 TRFRET art
CC(C)CCN1CCN(C2CCN(c3ccccc3)CC2)CC1CCO (centres undefined)
 : 1710, 1689
COC(=O)C1=C(C)N(CCCC(=O)O)C(=O)NC1c1cc2c(cc1[N+](=O)[O-])OCO2 (centres undefined)
 : 1587, 1769
C/C=C(\C)C(=O)NCCN1C2=NC[C@H](C(C)C)N2C[C@@H]1Cc1ccc(OC)cc1
 : 1583, 1730
O=C(CCNc1cccc(Cl)c1)c1ccco1
 : 1522, 1743
O=C(Nc1ccc(NC(=O)c2cccs2)cn1)c1ccccc1
 : 1850, 1884
Cc1c(NC(=O)c2c(NC(=O)CNC3CC3)sc3c2CCCC3)c(=O)n(-c2ccccc2)n1C
 : 1592, 1878
CSCCC(NC(=O)c1ccc(Cl)cc1)C(=O)O (centres undefined)
 : 1446, 1808
Cc1ccnc(NC(=O)/C=C/c2ccccc2Cl)c1
 : 1668, 1816
O=C(COC(=O)c1ccccc1C(=O)c1ccccc1)Nc1ccc(SC(F)F)cc1
 : 1374, 1661
COCCn1c(-c2cccs2)csc1=Nc1cccnc1
 : 1449, 1670
CC(C)c1nn2c(=O)cc(O)nc2s1
 : 1676, 1835
COC(=O)Oc1ccc(/C=C/C(=O)OC(C)C)cc1OC(=O)OC
 : 1395, 1716
O=C(CCl)NN1C(=O)NC2(CCCCC2)C1=O
 : 1655, 2225
COc1ccc(C(c2c(C)n(C)n(-c3ccccc3)c2=O)c2c(C)n(C)n(-c3ccccc3)c2=O)cc1O
 : 1647, 1705
Cc1cc(Cl)c(OCCCn2ccnc2)c(Br)c1
 : 1511, 1720
CCCNC1=CC(=O)CC(C)(C)C1
 : 1630, 1672
CN(CC(=O)NC1CC1)S(=O)(=O)c1ccc(F)cc1
 : 1622, 1590
CCOc1ccccc1N1CCN(C(=O)CCCc2nc3ccccc3s2)CC1
 : 1630, 1901
CN(Cc1ccccc1)C(=O)c1ccc([N+](=O)[O-])o1
 : 1616, 1888
O=C(Nc1nc(-c2nc3ccccc3s2)cs1)C1CC1
 : 1837, 1975
CCNC(=S)N/N=C(\C)c1ccco1
 : 1440, 1885
O=[N+]([O-])c1ccccc1-n1cnc2ccccc21
 : 1490, 1705
CCNC(=S)N/N=C/c1c(C)nn(-c2cccc(Cl)c2)c1Cl
 : 1546, 1723
Cc1n(CC(=O)c2ccc(F)cc2)c2ccccc2[n+]1C
 : 1458, 1903
COc1ccc(CCNc2cc(C)nc3c(-c4ccccc4)c(C)nn23)cc1OC
 : 1524, 1591
OCCC1CN(Cc2cnn(-c3ccccc3Cl)c2)CCN1Cc1ccsc1 (centres undefined)
 : 1475, 1664
C=C(C)CNC(=S)N=Nc1c(O)[nH]c2ccc([N+](=O)[O-])cc12
 : 1619, 1789
Cc1cc(NC(=O)CSc2nnc(C(C)N(C)C)n2-c2ccc(F)cc2)no1 (centres undefined)
 : 1584, 1543
NS(=O)(=O)c1ccc(CCNC(=O)C(=O)c2c[nH]c3ccccc23)cc1
 : 1532, 1858
O=C(CCNS(=O)(=O)c1cccc2nonc12)NC1CCCCCC1
 : 1542, 1548

(cont.)
Results follow in this order: SRC3 TRFRET art, SRC1 TRFRET art
O=C(O)CCCNc1ccc(S(=O)(=O)N2CCCCC2)cc1
 : 1361, 1797
Cc1ccc(-c2nn(CC(=O)NCc3ccccn3)c(=O)c3ccccc23)cc1S(=O)(=O)N(C)C
 : 1551, 1621
CCc1sc(NC(=O)C(C)C)nc1-c1ccccc1
 : 1586, 1749
COC(=O)C1=C(C)N(c2ccc(OC)c(OC)c2)C(=O)/C1=C\c1ccco1
 : 1591, 1840
O=C(NN1C(=O)C2C(C1=O)C1C=CC2C12CC2)c1ccccc1 (centres undefined)
 : 1502, 1704
Cn1c(-[n+]2c(-c3ccccc3)cc(-c3ccccc3)cc2-c2ccccc2)nc2cc([N+](=O)[O-])ccc21
 : 1805, 1761
Cc1ccsc1C(=O)N1CCCC(C(=O)c2cc(F)ccc2F)C1 (centres undefined)
 : 1634, 1810
COc1cc(NC(=O)Nc2ccc3c(c2)OCO3)cc(OC)c1OC
 : 1461, 1800
O=C(COC(=O)c1cncc(Br)c1)NCc1ccccc1
 : 1469, 1728
Nc1nc(SCC(=O)Nc2cccc(S(=O)(=O)N3CCCCCC3)c2)n[nH]1
 : 1653, 1708
O=[N+]([O-])c1cc(S(=O)(=O)Nc2ccccc2)ccc1NCc1ccccc1
 : 1663, 1780
Fc1ccc(COc2ccccc2-c2ccnc3ncnn23)cc1
 : 1478, 1610
COc1cc(C2CC(=O)Nc3ccccc3S2)cc(OC)c1OC (centres undefined)
 : 1621, 1638
O=C(CSc1ccc2c(c1)OCCO2)Nc1cccc(S(=O)(=O)N2CCCCC2)c1
 : 1581, 1696
C/C(CC(=O)Nc1cc(Cl)ccc1Cl)=N\NC(=O)c1ccccc1Br
 : 1674, 1817
Cc1nnc2sc(SCC(=O)Nc3nccs3)nn2c1=O
 : 1610, 2070
Cc1cc(OCCCN2CCN(Cc3ccccc3)CC2)ccc1[N+](=O)[O-]
 : 1664, 1691
CC(=O)CSc1ccc(-c2nc3cc(C)c(C)cc3[nH]2)cn1
 : 1677, 1783
O=C(CC(C(=O)O)c1ccccc1)Nc1cccc2ccccc12 (centres undefined)
 : 1539, 1800
CC(/C=N/n1c(-c2ccco2)n[nH]c1=S)=C\c1ccco1
 : 1714, 1786
Cc1cccc(C(c2c(C)nn(-c3ccccc3)c2N)c2c(C)nn(-c3ccccc3)c2N)c1
 : 1514, 1652
Cc1cc(C)nc(NC(C)(C)C(=O)O)n1
 : 1519, 1537
COc1cc(NC(=O)c2cc(C)nc3ccccc23)cc(OC)c1
 : 1542, 1967
CC(C)(/C=N/NC(=O)CSCc1ccccc1Cl)CCC#N
 : 1568, 1795
O=C(NCCC1=CCCCC1)c1ccc(F)cc1
 : 1482, 1800
COc1ccc(C(=O)CSC#N)cc1OC
 : 1486, 1727
COc1cccc(N=c2oc3cc(O)ccc3cc2C(=O)NCC2CCCO2)c1 (centres undefined)
 : 1362, 1712
CCOc1ccc(Cn2c3ccc(OC)cc3c3nc4ccccc4nc32)cc1
 : 1575, 1767
O=C(/C=C/c1ccc(F)cc1)NC(Cc1c[nH]c2ccccc12)C(=O)O (centres undefined)
 : 1574, 1631
CCc1ccccc1-n1c(-c2ccncc2)n[nH]c1=S
 : 1438, 2038

Four entries from above, field by field.
CC(=O)CSc1ccc(-c2nc3cc(C)c(C)cc3[nH]2)cn1
  SRC3 TRFRET art: 1677	SRC1 TRFRET art: 1783
C=CCC(O)c1c(-c2ccccc2)nn(C)c1Cl (centres undefined)
  SRC3 TRFRET art: 1593	SRC1 TRFRET art: 2081
COc1ccc(CCNc2cc(C)nc3c(-c4ccccc4)c(C)nn23)cc1OC
  SRC3 TRFRET art: 1524	SRC1 TRFRET art: 1591
COC(=O)c1ccccc1NC(=O)CSc1n[nH]c(-c2cccnc2)n1
  SRC3 TRFRET art: 1522	SRC1 TRFRET art: 1886

2 records picked at random from those above, as already listed:
Results follow in this order: SRC3 TRFRET art, SRC1 TRFRET art
Nc1nc(SCC(=O)Nc2cccc(S(=O)(=O)N3CCCCCC3)c2)n[nH]1
 : 1653, 1708
COc1ccc(C(=O)CSC#N)cc1OC
 : 1486, 1727

(continued)
Results follow in this order: SRC3 TRFRET art, SRC1 TRFRET art
O=C(Nc1ccccc1N1CCOCC1)c1cc2c(s1)CCCCC2
 : 1525, 1616
O=C(Nc1nccs1)c1cc(-c2ccccc2)nc2ccccc12
 : 1688, 1943
Cc1ccccc1-n1nnnc1SCC(C)C
 : 1527, 1629
CCCn1c(=O)c(C(=O)Nc2ccccc2C(=O)OCC)c(O)c2ccccc21
 : 1625, 1980
COc1ccc(OC)c(-c2csc(NC(=O)CSc3ccc([N+](=O)[O-])cc3)n2)c1
 : 1616, 1846
CN(C)c1ccc(CNn2cnnc2SCC(=O)NC(C)(C)C)cc1
 : 1548, 1998
Cc1cccc(NS(=O)(=O)c2cnc[nH]2)c1
 : 1506, 1773
CCn1c(C)[n+](CCOC(C)=O)c2cc(Cl)c(Cl)cc21
 : 1604, 1602
Cc1ccccc1NCC(=O)N/N=C\c1ccc([N+](=O)[O-])s1
 : 1819, 1980
CN(C(=O)CS(=O)(=O)Cc1ccccc1Cl)c1ccccc1
 : 1773, 1702
Cc1nnc(SCC(=O)NC2CCS(=O)(=O)C2)n1Cc1ccccc1 (centres undefined)
 : 1631, 1586
Cc1ccc(C(=O)N2CCC(Cc3ccccc3)CC2)cc1[N+](=O)[O-]
 : 1700, 1750
C#CCNC(=O)C1=C[C@H](c2ccccc2)C[C@H](OCCCCO)O1
 : 1472, 1762
Cc1ccc(-n2nnnc2Sc2ccc(S(=O)(=O)NCCN(C)C)cc2[N+](=O)[O-])cc1
 : 1793, 1764
CC(C)=CCN1CCN(Cc2cccc3nonc23)CC1CCO (centres undefined)
 : 1505, 1796
CCN(CC)C1=NC=CC(c2ccccc2)=CC1C (centres undefined)
 : 1540, 1729
O=C(COC(=O)/C=C/c1ccc(Cl)cc1)NCCN1C(=O)CSC1=O
 : 1706, 1984
CC(C)c1ccc(S(=O)(=O)c2ccc(NN)cc2)cc1
 : 1669, 1684
COCCNC(=O)C(=O)c1c(-c2ccccc2)[nH]c2ccccc12
 : 1566, 1743
COc1ccccc1/C=N/NC(=O)c1sc(C)nc1C
 : 1557, 2093
CN1CCN(C(=S)SCC(=O)Nc2nc(-c3ccccc3)c(-c3ccccc3)o2)CC1
 : 1574, 1846
CC1Cc2ccccc2N1C(=O)COc1ccc2c(c1)OCO2 (centres undefined)
 : 1730, 1747
O=C(NCc1ccccc1)C1=C[C@H](c2ccc(Br)cc2)C[C@H](OCc2ccc(CO)cc2)O1
 : 1547, 1423
Cc1ccc(NC(=O)NCc2ccc3c(c2)OCO3)c(C)c1
 : 1327, 1636
COc1ccc2c(c1)SCC/C2=C\CN1C(=O)CCC1=O
 : 1624, 1877
O=c1cc(-c2ccccc2Cl)oc2cccc(O)c12
 : 1821, 1743
CCCCNCC1C(Oc2ccc(Cl)cc2)C(=O)N1c1ccccc1C (centres undefined)
 : 1515, 1605
Cc1cccc(NC(=O)Nc2ccc([N+](=O)[O-])cc2)n1
 : 1522, 1939
